HCV inhibitor: HCV inhibition; Huh7.5.1 HCVcc-Cre infection, luciferase reporter, 44 h; Potency, µM (titrated, usually from 41.8 µM), inactives show top-dose activity change, negative = inhibition, hits mostly inhibitors; 340,000 compounds, 3.4% hits; AID 651820
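Infectious HCV cell culture screen: compound-treated cells (1,000/well, pre-plated 4 h) are infected with HCVcc-Cre at roughly 0.5 moi and grown 44 h. Infection is quantified by luciferase signal after 15 min substrate incubation at room temperature.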
TbPYK inhibitor: T. brucei pyruvate kinase inhibition; Q57TT1; TbPYK enzyme, Kinase-Glo Plus ATP luminescence, 45 min; Potency, µM (doses to about 76.8 µM), inactives show top-dose activity, negative = inhibition, usual class: inhibitors; 410,000 compounds, 0.12% hits; also: nearly all actives have a fitted effect of over 50% in size
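TbPYK + substrate in 50 mM TEA pH 7.2, 100 mM KCl, 10 mM MgCl2, 0.05% BSA, 0.01% Tween-20; cpd pinned; ADP 130 uM final; 45 min RT; Kinase-Glo Plus 10 min; luminescence endpoint.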
* hit, by the source's call; u = inconclusive; [ ] = remark or other dose. Calls follow the shape of the dose curve; as a rule, active = well fitted curve in the direction sought with a large enough effect; inconclusive = small, poorly fitted or top-dose-only effect, or another doubt; inactive = no such curve, though single readings can be large; an effect the other way counts as inactive or inconclusive. % is scaled to controls: 0 for no effect and ±100 for the full control effect; potency is read from the fitted curve at half-maximal effect.

SMILES	HCV inhibitor	TbPYK inhibitor
COCC(C)n1c(SCC(=O)NC(=O)NCc2ccccc2)nc2ccccc2c1=O (stereo unspecified)	u	-4%
CN(Cc1ccc([N+](=O)[O-])cc1)c1ccccc1	-6%	-3%
Cc1c(C(c2cc(O)ccc2Cl)c2c(C)n(C)n(-c3ccccc3)c2=O)c(=O)n(-c2ccccc2)n1C	u	-3%
COc1ccc(CNS(=O)(=O)CCNCc2ccco2)cc1	29%	3%
CC(C)(C)OC(=O)C[C@@H]1C/C=C\C[C@H](CC(=O)N(CCO)Cc2ccccc2)C(=O)N[C@H](Cc2ccccc2)COC1=O	-25%	-2%
CC(C)C[C@@H](CN1CCC[C@@H]1CN1C(=O)C(=O)NC[C@@H]1Cc1ccccc1)N1C[C@H](Cc2ccc(O)cc2)N(CC2CCCCC2)C(=O)C1=O	-14%	4%
NS(=O)(=O)c1ccc(S(=O)(=O)c2ccccc2)nc1	-11%	-1%
Cc1nc(Nc2ccc(Cl)c(Cl)c2)sc1C(/C=C/c1ccc2c(c1)OCO2)=NNc1ccc([N+](=O)[O-])cc1[N+](=O)[O-]	13%	-8%
CN(C)Cc1c[nH]c2ccc([N+](=O)[O-])cc12	14%	6%
COCCCNC(=O)C[C@H]1C[C@H](C(=O)N2CCOCC2)[C@@]2(CCC3CCCC3)c3[nH]c4cc(-c5ccco5)ccc4c3CCN2C1=O	-8%	-9%
O=C(CCN1CCCCC1)N1CCc2c([nH]c3ccccc23)C1c1cccnc1 (stereo unspecified)	-26%	1%
CN(c1ccccc1N(C)S(=O)(=O)c1ccccc1)S(=O)(=O)c1ccccc1	14%	2%
CCN1CCN(Cc2ccc(NC(=O)c3ccc(C)c(NC(=O)c4cncc(-c5cccs5)c4)c3)cc2C(F)(F)F)CC1	u	-3%
Cc1ccc(C(=O)Nc2cccc(C(=O)NC3CCCCC3)c2)cc1	u	-2%
Cc1n[nH]c(=S)n1/N=C/c1ccc(-c2ccc(Cl)cc2)o1	11%	-14%
O=c1c2ccccc2oc2cc(-c3ccc4[nH]ccc4c3)ccc12	u	2%
CSc1ccc(C=NNc2ccc(S(=O)(=O)Nc3ccccc3C(=O)O)cc2[N+](=O)[O-])cc1	17%	-2%
C#CCOCCOCCOCCNc1nc(N2CCN(C(=O)[C@H](CCC(=O)O)n3cc(CN)nn3)CC2)nc(N2CCN(C(=O)[C@H](CCC(=O)O)n3cc(CN)nn3)CC2)n1	11%	-8%
CC(C)=CCCC(C)CCO (stereo unspecified)	7%	-8%
COc1ccc(/C=C2\SC(=O)N(CCCC(=O)Nc3cc(Cl)ccc3C(=O)O)C2=O)cc1	-6%	-11%

Some of the entries above, set out differently.
The line under a structure holds: HCV inhibitor	TbPYK inhibitor
COCC(C)n1c(SCC(=O)NC(=O)NCc2ccccc2)nc2ccccc2c1=O (stereo unspecified)
  u	-4%
CN(Cc1ccc([N+](=O)[O-])cc1)c1ccccc1
  -6%	-3%
Cc1c(C(c2cc(O)ccc2Cl)c2c(C)n(C)n(-c3ccccc3)c2=O)c(=O)n(-c2ccccc2)n1C
  u	-3%
COc1ccc(CNS(=O)(=O)CCNCc2ccco2)cc1
  29%	3%
CC(C)(C)OC(=O)C[C@@H]1C/C=C\C[C@H](CC(=O)N(CCO)Cc2ccccc2)C(=O)N[C@H](Cc2ccccc2)COC1=O
  -25%	-2%

Next part.
SMILES	HCV inhibitor	TbPYK inhibitor
Cc1ccc(OC(=O)c2ccccc2)cc1C	11%	-3%
O=Cc1ccc(C(=O)OCC(=O)NC(=O)Nc2ccccc2F)cc1	4%	4%
C#CCNC(=O)C1=C[C@@H](c2ccc(C#C)cc2)C[C@@H](OCc2ccc(CO)cc2)O1	-1%	-2%
Cc1c(NC(=O)c2cc(-c3ccccc3)nc3ccccc23)c(=O)n(-c2ccccc2)n1C	-30%	2%
Cc1ccc(NC(=O)COC(=O)C2CC2)cc1S(=O)(=O)N1CCOCC1	11%	6%
O=[N+]([O-])c1ccccc1N(S(=O)(=O)c1ccccc1)S(=O)(=O)c1ccccc1	15%	0%
Cc1ccc(C(=O)NNC(=O)CSc2nnc3ccccn23)cc1	0%	3%
Cn1c(N)c(C(=O)CNC2CCCCC2)c(=O)n(C)c1=O	9%	-2%
COc1cccc(C(CCc2cc(OC)c(OC)c(OC)c2)NC(C)=O)c1 (stereo unspecified)	10%	-6%
O=C(O)C1=CCCNC1	6%	4%
C=CCOC(=O)C1=C[C@@H](c2ccc(C(F)(F)F)cc2)C[C@@H](OCc2ccc(CO)cc2)O1	12%	-1%
Cc1noc(C)c1S(=O)(=O)Nc1ccc2c(c1)C(=O)N([C@H](C)CO)C[C@H](C)[C@@H](CN(C)Cc1ccc(C(=O)O)cc1)O2	10%	1%
Cc1noc(C)c1COc1cccc(C(=O)Nc2ccc(Br)cc2F)c1	2.8µM*	3%
Cc1ccc2c(c1)S(=O)(=O)N(C)C(c1ccccc1)=C2	-17%	-8%
Cc1ccc(OCCCCCCN2CCNCC2)cc1	u	1%
CC1(c2nnc(Cc3ccccc3)o2)CC(c2ccc(C#N)cc2)=NO1 (stereo unspecified)	-6%	-6%
COc1ccc(Cl)cc1C(=O)NNC(=O)c1[nH]c(C)c(C(C)=O)c1C	u	-4%
COc1cc2cc(CCO)oc(=O)c2cc1OC	13%	-3%
COc1ccc(/C=C/C(=O)OCC(=O)NC2CCCC(C)C2C)cc1 (stereo unspecified)	-4%	0%
F[B-](F)(F)c1cc2cc(Br)ccc2s1	11%[8.37 µM]	-6%
CC(C)(C)OC(=O)N1CCN(C(=O)c2[nH]cnc2C(=O)Nc2ccc(Cl)cc2)CC1	0%	-8%
Cc1noc(C)c1NC(=O)Nc1ccc2c(c1)C(=O)N([C@H](C)CO)C[C@H](C)[C@@H](CN(C)S(=O)(=O)c1ccc(F)cc1)O2	u	2%
Cc1nc2cc(-c3cccs3)[nH]n2c(=O)c1C	6%	-3%
Cc1cc(=O)n2c3c(c4c(cc13)c(CN(C)C)cc(=O)n4C)OC2	u	1%
O=C1CSC(=S)N1Cc1cccs1	-16%	-9%
O=C(COC(=O)c1ccc(F)c([N+](=O)[O-])c1)NC(=O)NCc1ccccc1	u	0%
COc1ccc(C=NN=C2c3ccccc3-c3ccccc32)cc1O	u	-4%
Cc1ccsc1C(=O)OCC(=O)NCCc1ccccc1	-13%	-1%
CCOc1cc(/C=C/C(=O)OCC(=O)NCC2CCCO2)cc(Cl)c1OC (stereo unspecified)	u	4%
Cc1cc(C)n2nc(SCC(=O)NC(=O)c3ccc(OC(F)F)cc3)nc2n1	8%	0%
COc1ccc(C2(C)NC(=O)N(CC(=O)NCC(=O)Nc3ccc(F)c(F)c3F)C2=O)cc1OC (stereo unspecified)	12%	-6%
COc1ccc(NC(=O)/C(N=Nc2cccc(S(=O)(=O)Nc3ccc(SC(F)F)cc3)c2)=C(\C)O)cc1	-5%	-1%
CC(C)NC(=O)Nc1ccc2c(c1)C(=O)N([C@H](C)CO)C[C@H](C)[C@@H](CN(C)C(=O)NC(C)C)O2	23%[8.37 µM]	2%
Cc1[nH]c2ccccc2c1C(=O)C(=O)NCc1ccncc1	1%	0%
COc1ccc(C(=O)NCC(C)NC(=O)c2ccc(OC)c(Br)c2)cc1Br (stereo unspecified)	-22%	0%
Cc1ccc(OCCNC(=O)C(C)SCC(=O)Nc2ccc(F)cc2)cc1 (stereo unspecified)	15%	-5%
[O-]C(=C(C(=S)Nc1cccc2ccccc12)[n+]1ccccc1)c1ccc2c(c1)OCCO2	u	0%
CN1CCN(c2nc3cc(C(F)(F)F)ccc3n3cccc23)CC1	u	4%
CC(NC(=O)COc1ccccc1)C(=O)NCc1ccc(S(N)(=O)=O)cc1 (stereo unspecified)	6%	-5%
CC(=O)c1nn(-c2cccc(C)c2)cc1C(=O)c1cccc(Br)c1	-9%	1%
CCc1cccc(C)c1NC(=O)CSc1n[nH]c(N)n1	17%	0%
C[C@H](CO)N1C[C@H](C)[C@@H](CN(C)S(=O)(=O)c2cn(C)cn2)Oc2ccc(NS(=O)(=O)c3ccccc3)cc2C1=O	-14%	0%
CC(C)(C)OC(=O)C1=C(CO)CS[C@@H]2[C@H](NC(=O)Cc3ccccc3)C(=O)N12	-8%	-8%
C[C@H](CO)N1C[C@H](C)[C@H](CN(C)C(=O)Nc2ccc(F)cc2)Oc2c(NC(=O)c3ccc(-c4nccs4)cc3)cccc2C1=O	u	-8%
CCOc1cc(N2CCOCC2)c(OCC)cc1NC(=O)CSc1ncccc1C(=O)O	6%	-4%
Cc1ccc(S(=O)(=O)N(C)C[C@@H]2Oc3c(NS(C)(=O)=O)cccc3C(=O)N([C@H](C)CO)C[C@@H]2C)cc1	5%	6%
O=C(O)C1=CC2C=C(Cl)C=CC2OC1=O (stereo unspecified)	45%[activator]	2%
Cc1cc(C)cc(NC(=O)CN2CCN(C(=O)c3cccs3)CC2)c1	4%	9%
CC(C)CCCCCCCCCCCCC(=O)NCC(=O)NC1C(O)C(O)C(Nc2ncnc3nc[nH]c23)OC1C(O)CO (stereo unspecified)	u	-13%
CN(c1ccc(OCC(=O)Nc2ccc(S(N)(=O)=O)cc2)cc1)S(=O)(=O)c1ccc(F)cc1	u	-8%
COc1ccccc1Nc1ccc2c(O)cc(S(=O)(=O)O)cc2c1	23%	u
CC1(C)Cc2c(C#N)c(SCC(=O)O)nc(N3CCOCC3)c2CO1	8%	11%
N#CCCCC1(CCCC#N)OCCO1	16%	9%
Cc1cccc(N2CCN(C(=O)c3cc4c(=O)[nH]c5ccccc5c4n3C)CC2)c1C	13%	5%
NC(=S)NN=Cc1ccc(-c2ccc(S(=O)(=O)Nc3ncccn3)cc2)o1	-11%	-21%
O=C(COC(=O)COc1cc(Cl)c(Cl)cc1Cl)NC1CC1	0%	1%
CC(=O)NCCc1ccc(S(=O)(=O)Nc2ccc3c(c2)OCCO3)cc1	-4%	-4%
Nc1ccc2c(c1)CCC2=O	u	-14%
Cc1cc(C(=O)Nc2ccncc2)c(C)o1	15%	2%
NCC(=O)NCC(=O)NC1(C(=O)O)CCCC1	-5%	-7%

Fetched one by one from the entries so far:
SMILES	HCV inhibitor	TbPYK inhibitor
Cc1cccc(N2CCN(C(=O)c3cc4c(=O)[nH]c5ccccc5c4n3C)CC2)c1C	13%	5%
NC(=S)NN=Cc1ccc(-c2ccc(S(=O)(=O)Nc3ncccn3)cc2)o1	-11%	-21%
Cc1cc(C(=O)Nc2ccncc2)c(C)o1	15%	2%

Following part.
SMILES	HCV inhibitor	TbPYK inhibitor
COC(=O)c1ccc(CN(c2ccc(OC)cc2)S(=O)(=O)c2ccccc2)cc1	u	-13%
CCOc1ccc(N2CC(C(=O)Nc3cc(S(=O)(=O)N4CCCCC4)ccc3C)CC2=O)cc1 (stereo unspecified)	u	3%
O=C1NC(=O)C2(CCN(S(=O)(=O)c3ccccc3)CC2)C(=O)N1	11%	5%
O=C(COC(=O)COc1cccc(F)c1)Nc1nc2ccccc2s1	-1%	2%
O=C1c2ccccc2C(=O)c2c(/C=C/N3CCCCC3)ccnc21	-21%	4%
Cc1[nH]c2ccccc2c1CN1CCCCC1	-2%	-3%
COc1ccccc1N1CCN(C(=O)CSc2nnc(C)n2C2CC2)CC1	-2%	-1%
O=C1C2CC=CCC2C(=O)N1c1nccs1 (stereo unspecified)	21%	0%
O=C(Nc1cc(C(F)(F)F)ccc1N1CCOCC1)c1ccncc1	-12%	-2%
C=CC[C@@H](CC(=O)OC(C)(C)C)C(=O)OC[C@@H]1CCCN1C(=O)[C@@H](CC=C)CC(=O)N(CCO)Cc1ccccc1	-1%	2%
O=C1NC(Cc2ccc(O)cc2)c2nc3cc(Cl)ccc3c(=O)n2-c2cc(Cl)ccc21 (stereo unspecified)	25µM*	-3%
O=C1[C@H]2[C@H](C=CC[C@H]2C(=O)N2CCN(c3ccccc3)CC2)CCN1Cc1ccccc1	-4%	-2%
CCN(C(=O)COC(=O)CCNS(=O)(=O)c1ccccc1F)c1c(N)n(Cc2ccccc2)c(=O)[nH]c1=O	1%	-8%
CC(C)(C)[C@H]1COC(=O)[C@H](NC(=O)OCC2c3ccccc3-c3ccccc32)C/C=C\C[C@@H](CC(=O)N[C@H](CO)Cc2ccccc2)C(=O)N1	u	-1%
O=C(NCc1cccc(F)c1)c1cccc2c1C(=O)c1ccc(Cl)cc1S2(=O)=O	-4%	-4%
CC(C)(C)OC(=O)C[C@@H]1C/C=C\C[C@@H](CC(=O)NCCO)C(=O)N[C@H](C(C)(C)C)COC1=O	15%	1%
O=C(CCCCn1ccc(=O)[nH]c1=O)Nc1ccc(C(=O)O)c(O)c1	16%	2%
CCC1(c2ccc(F)cc2)NC(=O)N(CC(=O)NC2CCCCCC2)C1=O (stereo unspecified)	u	-5%
O=C(COC(=O)c1cccs1)Nc1ccc(Cl)cn1	-9%	1%
CCCN(CCc1ccccc1)C1CCc2c(O)cccc2C1 (stereo unspecified)	-28%	3%
C[C@H](CO)N1C[C@H](C)[C@@H](CN(C)S(C)(=O)=O)Oc2ccc(NC(=O)Nc3ccc(C(F)(F)F)cc3)cc2C1=O	-8%	-4%
CC1(C)COC(c2ccc3c(c2)OCO3)OC1	6%	0%

Single records, as listed above:
Profile of O=C(NCc1cccc(F)c1)c1cccc2c1C(=O)c1ccc(Cl)cc1S2(=O)=O → HCV inhibitor = -4%; TbPYK inhibitor = -4%
Profile of O=C1NC(Cc2ccc(O)cc2)c2nc3cc(Cl)ccc3c(=O)n2-c2cc(Cl)ccc21 (stereo unspecified) → HCV inhibitor = 25µM*; TbPYK inhibitor = -3%

Screening results from PubChem.

Only part of the results is shown (hit frequency here may not be typical).
